Screening results: PubChem, National Center for Advancing Translational Sciences (NCATS)
GLS inhibitor – qHTS for Inhibitors of Glutaminase (GLS). Glutaminase kidney isoform, mitochondrial (Homo sapiens), O94925. GLS enzymatic activity, qHTS titration. Potency, µM (top dose mostly 45.5 µM), without a hit: at the highest dose activity change, negative = inhibition, hits mostly inhibitors. 410,000 tested, 0.21% active; active means well fitted inhibition curve with a large enough effect; inconclusive means small, poorly fitted or top-dose-only effect, or another doubt; inactive means no such curve, though single readings can be large or run the other way
Target sequence (O94925 whole entry, looked up, canonical isoform): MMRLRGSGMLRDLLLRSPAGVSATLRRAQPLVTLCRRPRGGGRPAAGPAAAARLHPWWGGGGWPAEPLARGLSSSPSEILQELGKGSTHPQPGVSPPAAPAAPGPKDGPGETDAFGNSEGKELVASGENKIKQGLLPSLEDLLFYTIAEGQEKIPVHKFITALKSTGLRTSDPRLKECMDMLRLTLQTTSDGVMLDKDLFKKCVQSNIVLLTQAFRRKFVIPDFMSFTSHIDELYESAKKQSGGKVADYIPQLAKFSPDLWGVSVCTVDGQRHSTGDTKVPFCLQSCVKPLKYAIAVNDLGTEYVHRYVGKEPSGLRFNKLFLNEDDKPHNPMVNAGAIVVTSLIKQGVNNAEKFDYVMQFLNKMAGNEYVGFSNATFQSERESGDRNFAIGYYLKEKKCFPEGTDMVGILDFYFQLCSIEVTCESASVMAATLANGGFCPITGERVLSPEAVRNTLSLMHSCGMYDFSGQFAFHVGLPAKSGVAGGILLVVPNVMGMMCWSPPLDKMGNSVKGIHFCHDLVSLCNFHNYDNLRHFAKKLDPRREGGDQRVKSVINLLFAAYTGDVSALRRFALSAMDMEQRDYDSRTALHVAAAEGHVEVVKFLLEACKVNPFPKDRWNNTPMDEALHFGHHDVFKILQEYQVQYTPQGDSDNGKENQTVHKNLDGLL
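Coupled fluorescence readout: glutamate oxidase/HRP/Amplex Red detect glutamate formed by hKGA from L-glutamine (1 mM solution added). Buffer 45 mM KH2PO4 pH 8.2, 0.02% Tween-20; reads at t0 and 30 min RT.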
An asterisk follows results filed as active; ? = inconclusive; [ ] = remark or other dose. On the % scale 0 is the no-effect control and ±100 the full control effect; potency means the concentration at half of the fitted maximal effect. Some of the compounds tested. The share of hits here may be higher or lower than overall.

SMILES	GLS inhibitor
Cn1c(=O)c2cc(NC(=O)NCCc3cccs3)ccc2n1C/C=C/c1ccccc1	-6%
CC(C)C[C@H]1CNC(=S)N1C[C@H]1CCCN1C[C@H](CC(C)C)N1C[C@H](Cc2ccc(O)cc2)N(CC2CCCCCC2)C1=S	11%
CC1(C(=O)NS(=O)(=O)Cc2cccc(Cl)c2)CCN1C(=O)C/C=C/c1ccccc1 (configuration not stated)	12%
OC(c1ccccc1)c1ncc(-c2cccc(C(F)(F)F)c2)[nH]1 (configuration not stated)	10%
CC(=O)c1cc2cccc(OC3(C)CCN(Cc4ccc5ccccc5c4)C3)c2o1 (configuration not stated)	36%[activator]
CCCCC[C@@H](C)N1C[C@@H](COCc2ccccc2)Oc2cc(N3CC[C@@H](O)C3)ccc2S1(=O)=O	-12%
O=C(Nc1ccc2c(c1)OCCO2)C(C1CC1)N1CCN(c2ccc(C(F)(F)F)cn2)CC1 (configuration not stated)	6%
CCOC(=O)N1CCN(C(=O)C[C@@H]2C[C@@]3(C(=O)OCC)CCCC=C3N(Cc3ccc4c(c3)OCO4)C2=O)CC1	-2%
O=C(NNC(=O)c1csc(-c2ccccc2)n1)c1ccccc1	?
COCCNC(=O)C1CCCN(C(=O)c2ccc(F)c(C)c2)CC1 (configuration not stated)	-4%
CCCCC[C@H](C)N1C[C@@H](COCc2ccccc2)Oc2cc(N3CCC[C@@H]3CO)ccc2S1(=O)=O	1%
Cc1ccc(S(=O)(=O)N2C[C@H]3[C@H]4C(=O)N(Cc5ccccc5)C(=O)[C@H]4CC(=O)[C@H]3[C@@H]2c2ccccc2)cc1	18%
COc1cc(CN2C(=O)C(CCc3ccccc3)ON=C2c2cnccn2)cc(OC)c1 (configuration not stated)	0%
COc1cccc(CNc2nc3cc(-c4ccccc4CO)sc3c(=O)n2C)c1	17%
CC1(C(=O)NCc2ccc(C(F)(F)F)cc2)CCN1Cc1ccccc1OC(F)F (configuration not stated)	6%
O=c1cc(CN2CCCCC2)c2ccccc2o1	0%
CC(=O)c1ccc(OC2(C)CCN(Cc3ccc4ccccc4c3)C2)cc1 (configuration not stated)	0%
C[C@H](c1ccccc1)N1C[C@@H](COCc2ccccc2)Oc2cc(N3CCC[C@H]3CO)ccc2S1(=O)=O	0%
CC(=O)Nc1ccc(NC(=O)c2cc(-c3cc(F)ccc3OCC3CCCO3)n[nH]2)cc1 (configuration not stated)	0%
CC1(C(=O)NS(=O)(=O)c2cccc(Cl)c2)CCN1C(=O)c1ccccc1CCc1ccccc1 (configuration not stated)	7%
CCOc1ccc(CCN2C(=O)C(=O)N([C@@H](Cc3ccccc3)CN3CCC[C@H]3CN3C(=O)C(=O)NC[C@@H]3CC(C)C)C[C@@H]2Cc2ccc(O)cc2)cc1	11%
Cn1cnc(S(=O)(=O)N2CCCC(c3cc(C(=O)Nc4ccc(F)c(Cl)c4)no3)C2)c1 (configuration not stated)	3%
CSc1ccc(Cn2c(C)c(C(=O)NCc3ccc(C(C)C)cc3)sc2=O)cc1	4%
OC(c1ccc(Cl)c(F)c1)c1ncc(-c2ccccc2C(F)(F)F)[nH]1 (configuration not stated)	-1%
NC(Cc1ccc(Cl)cc1)c1csc(Nc2ccc(-c3ccccc3)nn2)n1 (configuration not stated)	24%

Fetched by structure from the entries so far:
SMILES	GLS inhibitor
CCOc1ccc(CCN2C(=O)C(=O)N([C@@H](Cc3ccccc3)CN3CCC[C@H]3CN3C(=O)C(=O)NC[C@@H]3CC(C)C)C[C@@H]2Cc2ccc(O)cc2)cc1	11%
COc1cccc(CNc2nc3cc(-c4ccccc4CO)sc3c(=O)n2C)c1	17%
Cn1cnc(S(=O)(=O)N2CCCC(c3cc(C(=O)Nc4ccc(F)c(Cl)c4)no3)C2)c1 (configuration not stated)	3%

6 of the entries above in order of the GLS inhibitor value, high to low:
molecule	GLS inhibitor
CC1(C(=O)NS(=O)(=O)Cc2cccc(Cl)c2)CCN1C(=O)C/C=C/c1ccccc1 (configuration not stated)	12%
CCOc1ccc(CCN2C(=O)C(=O)N([C@@H](Cc3ccccc3)CN3CCC[C@H]3CN3C(=O)C(=O)NC[C@@H]3CC(C)C)C[C@@H]2Cc2ccc(O)cc2)cc1	11%
OC(c1ccccc1)c1ncc(-c2cccc(C(F)(F)F)c2)[nH]1 (configuration not stated)	10%
CC1(C(=O)NS(=O)(=O)c2cccc(Cl)c2)CCN1C(=O)c1ccccc1CCc1ccccc1 (configuration not stated)	7%
O=C(Nc1ccc2c(c1)OCCO2)C(C1CC1)N1CCN(c2ccc(C(F)(F)F)cn2)CC1 (configuration not stated)	6%
C[C@H](c1ccccc1)N1C[C@@H](COCc2ccccc2)Oc2cc(N3CCC[C@H]3CO)ccc2S1(=O)=O	0%

(cont.)
SMILES	GLS inhibitor
COc1cc(C(=O)N2CCCC(c3cc(C(=O)NCc4ccccc4)no3)C2)cc(OC)c1C (configuration not stated)	-1%
CCOC(=O)[C@]12CCCC=C1N(Cc1ccco1)C(=O)[C@H](CC(=O)N1CCCCC1)C2	4%
CC(C)C[C@H]1CNC(=O)C(=O)N1C[C@H]1CCCN1C[C@H](CC(C)C)N1C[C@H](Cc2ccccc2)N(CC2CCCCC2)C(=O)C1=O	0%
S=c1nc(-c2ccccn2)c(-c2ccccn2)n[nH]1	-2%
CC1(c2nnnn2-c2ccc3c(c2)OCCO3)CCC(=O)N1CC1CCCCC1 (configuration not stated)	4%
CCc1nc2c(OCc3ccc(F)c(F)c3)cccn2c1N(C)C(=O)c1ccco1	4%
Cc1ccc2cc(NC(=O)C3(C)CCN(C)C3)ccc2n1 (configuration not stated)	20%
CC(C)(C)NC(=O)C1c2ccccc2OCC(=O)N1CCc1ccccc1 (configuration not stated)	1%
O=C(OC1CC2CC1[C@H]1CCCCN1C2=O)N1CCN(C(=O)c2ccccc2)CC1 (some centres not stated)	-11%
COc1cccc(Cn2c(Cn3c(-c4cnccn4)nc4ccccc43)nc3ccccc32)c1	-18%
CS(=O)(=O)Nc1ccc(-c2cnc3cccnn23)cc1	28%
COc1cc(CNc2ncnc3c2ncn3[C@H]2CN(Cc3ccc4c(c3)OCO4)C[C@@H](CO)O2)cc(OC)c1OC	5%
CC(C)C(=O)N1CCC1(C)C(=O)Nc1ccc2[nH]ccc2c1 (configuration not stated)	10%
COCCN(Cc1ccc(C)cc1)C(=O)[C@H]1O[C@@H](n2cnc3c(N)ncnc32)[C@H](O)[C@@H]1O	-3%
CCOc1ccc(CCN2C(=S)N([C@@H](Cc3ccccc3)CN3CCCC3CN3C(=S)NC[C@@H]3Cc3ccccc3)C[C@@H]2Cc2ccc(O)cc2)cc1 (some centres not stated)	12%
CC1(C(=O)NS(=O)(=O)C2CC2)CCN(C(=O)c2cc3ccccc3s2)C1 (configuration not stated)	5%
CC1(C(=O)Nc2ccc(Cl)c(Cl)c2)CCN1Cc1ccccc1OC(F)F (configuration not stated)	4%
COCOc1cccc(CN2CCC2(C)C(=O)NCCNC(C)=O)c1 (configuration not stated)	0%
CCCCNC(=O)C1(C)CCC(=O)N1CC(F)(F)F (configuration not stated)	1%
CN(C)CCNc1ncnc2c1ncn2[C@H]1CN(C)C[C@@H](CO)O1	13%
O=C(NC(c1ccc(-c2ccccc2)cc1)c1cnccn1)C1CCN(CCOc2ccc(Cl)cc2Cl)CC1 (configuration not stated)	-2%
Oc1ccc(C[C@@H](CN2CCC[C@@H]2CN2C(=S)NC[C@@H]2Cc2ccccc2)N2C[C@H](Cc3ccccc3)N(CCc3ccccc3)C2=S)cc1	8%
CC(=O)Nc1cccc(-c2ccnc3c2CC(C)(C(=O)Nc2cccc(C(C)=O)c2)O3)c1 (configuration not stated)	4%
COc1ccc(-c2cnc3c(NC(C)=O)cc(-c4cc(F)ccc4OC)cn23)cc1OC	?
CCCC(=O)N1CCC1(C)C(=O)Nc1ccccn1 (configuration not stated)	-20%
Remaining list, next part.
SMILES	GLS inhibitor
COc1ccc(OC)c(S(=O)(=O)NC(=O)C2(C)CCN2C(=O)C2(c3ccc(Cl)cc3)CC2)c1 (configuration not stated)	-16%
CCNC(=O)C1(C)CCN(C(=O)c2ccc3c(c2)OCO3)C1 (configuration not stated)	-1%
O=c1[nH]c(=S)[nH]c2c1[C@H](C1CC1)O[C@H](CCc1ccccc1)C2	-13%
O=C(Nc1cccs1)Nc1nnc([C@@H]2C[C@H](O)[C@@H](CO)O2)s1	?
OC[C@@H]1CN(Cc2ccccc2)C[C@H](n2cnc3c(N4CCN(c5ccccc5)CC4)ncnc32)O1	15%
O=C(CC[C@H]1O[C@@H](n2ccc(=O)[nH]c2=O)[C@H](O)[C@@H]1O)NCC1CCCO1 (some centres not stated)	-7%
CN(c1cc2c(c3c1ccn3C)C1CCC2O1)C1CCCCC1 (configuration not stated)	33%[activator]
O=C(Cn1nnc(-c2ccccc2)c1COc1ccc2ccccc2c1)NCC1CC1	0%
O=S1(=O)N[C@@H](Cc2ccccc2)COc2cccc(N3CCC[C@@H]3CO)c21	3%
O=C(C(O)c1ccc(Br)cc1)N1CCC(Nc2ccc3[nH]ncc3c2)CC1 (configuration not stated)	-19%
CC1(c2nnnn2Cc2ccccc2)CCC(=O)N1CC(F)(F)F (configuration not stated)	0%
COC(=O)c1c(N)[nH]c(C(=O)c2ccccc2)c1-c1ccc(Cl)cc1	3%
COc1ccc(Cc2c(C(C)(C)C)nc3c(C)cc(Br)cn23)c(C)c1	14%
COc1ccc(Cl)cc1-c1cc(C(=O)NCc2ccc(C(F)(F)F)cc2)[nH]n1	-1%
COCCNc1nc(NCCOc2ccccc2Cl)c2sccc2n1	1%
COc1ccc(CNC(=O)C2(C)Cc3c(-c4ccccc4)ccnc3O2)cc1OC (configuration not stated)	5%
Cc1c(C(=O)NCc2cccs2)sc(=O)n1Cc1ccc(S(=O)(=O)N(C)C)cc1	0%
CC1(C(=O)NCc2cccc(Cl)c2)Cc2c(-c3ccc(C(N)=O)cc3)ccnc2O1 (configuration not stated)	-4%
Cc1ccc2ccccc2c1C(O)c1ncc(-c2ccc(C(F)(F)F)cc2)[nH]1 (configuration not stated)	3%
Cc1ccccc1S(=O)(=O)NC(=O)C1(C)CCN1C(=O)Cc1ccc(Cl)cc1Cl (configuration not stated)	13%
CCOC1=CC2=C(C(=O)C(Cl)=CC2=O)[C@@H]2CN(S(=O)(=O)c3ccc(C)cc3)[C@@H](c3ccccc3)[C@H]12	?
OC[C@H]1O[C@@H](c2nc3ccc(-c4nc(-c5cccs5)no4)cc3[nH]2)C[C@@H]1O	-2%
CC(C)(C)n1nnnc1C(c1ccccc1)N1CCN(c2ccc(F)cc2)CC1 (configuration not stated)	-8%
CCCCCCC(=O)O[C@@H]1CC[C@H]2[C@@H]3CCc4cc(O)ccc4[C@H]3CC[C@]12C	-4%
CC(C)CCC[C@](C)(O)c1ccc(C(=O)O)cc1O	23%
Remaining list, next part:
SMILES	GLS inhibitor
O=S1(=O)C[C@@H](N2CC[C@@H](O)C2)[C@H](COCc2ccccc2)N1	-8%
Cc1ccc(Cc2c(-c3cccc(Cl)c3)nc3ccc(C)cn23)cc1	20%
CC1(C(=O)Nc2ccc(F)cc2F)CCN1C(=O)Cc1ccccc1Cl (configuration not stated)	9%
COC(=O)N1CCCCC1c1cc(C(=O)NCc2cccnc2)no1 (configuration not stated)	2%
CCc1nc2ccc(C(=O)NCCN3CCNC3=O)cn2c1N(CC)Cc1cccc(Br)c1	11%
COc1cccc(C(O)c2nc(-c3ccc(OC)nc3)cs2)c1 (configuration not stated)	7%
CN(Cc1ccc(C(F)(F)F)cc1)C(=O)[C@H]1O[C@@H](n2ccc(=O)[nH]c2=O)[C@H](O)[C@@H]1O	17%
CCc1ccc2c(c1)NC(=O)C2(C)Cc1ccc(F)cc1 (configuration not stated)	-31%
CCCCNC(=O)C1(C)CCCCN1C(=O)c1ccc2c(c1)C(C)(C)CCC2(C)C (configuration not stated)	-7%
O=C(O)c1cc(Cl)n[nH]c1=O	1%
CC(CC(=O)Nc1ccc2c(c1)c(=O)n(C)n2-c1ccccc1F)c1ccccc1 (configuration not stated)	1%
CCOC(=O)[C@]12CCCC=C1N(Cc1cccc3ccccc13)C(=O)[C@H](CC(=O)NCc1cccc(C(F)(F)F)c1)C2	-15%
CCc1ccccc1Oc1nc(NC(C)C)nc2ccsc12	-2%
COC(=O)c1sccc1-n1cc2c(c1-c1ccccc1)c(=O)n(C)c(=O)n2C	-4%
CCc1nc2ccc(C(=O)NCC3CCCCC3)cn2c1N(C)Cc1nccs1	18%
COc1ccc(Sc2ccc(NC(=O)c3cccc(Cl)c3)cc2C#N)cc1	-1%
CN(c1ccc(Cl)cc1)c1cc2c(c3c1ccn3C)C1CCC2O1 (configuration not stated)	-1%
O=C(NCc1ccc(F)cc1)c1cc(C2CCCCN2C(=O)C2CCCCC2)on1 (configuration not stated)	-2%
Cc1nc2c(OCC(=O)C(C)(C)C)cccn2c1N(C)Cc1cccs1	11%
CCOC1=C2CN(S(=O)(=O)c3ccc(C)cc3)CC[C@@H]2N(S(=O)(=O)c2ccc(C)cc2)[C@H](c2ccccc2)C1	-1%
Cc1ccc2nc(-c3cccc(Cl)c3)c(Cc3cccc(F)c3)n2c1	4%
Cc1cnc2ccc(F)cc2c1	-1%
CCOc1cc(OCC)cc(C(=O)NCCN2CCC(n3c(=O)[nH]c4ccccc43)CC2)c1	3%
O=C(NCCN1CCC(n2c(=O)[nH]c3ccccc32)CC1)c1cccnc1Cl	-2%
COc1ccc2c(CN3CCOCC3)cc(=O)oc2c1	10%
CCOC1=C2CN(S(=O)(=O)c3ccc(C)cc3)[C@H](c3ccc(CC)cc3)C[C@@H]2N(S(=O)(=O)c2ccc(C)cc2)[C@H](c2ccccc2)C1	-4%
O=C(Nc1nnc([C@@H]2C[C@H](O)[C@@H](CO)O2)s1)Nc1cccc(Cl)c1Cl	7%
Cc1ccccc1Cn1c(C)c(C(=O)NCc2cccc(C(F)(F)F)c2)sc1=O	3%
CN(C)c1cccc(NC(=O)c2ccc(-c3ccc(F)c(F)c3)c3ccoc23)c1	15%
CC(=O)N1CCc2cc(NC(=O)C3(C)CCN3Cc3ccc(C(C)C)cc3)ccc21 (configuration not stated)	1%
